yeast rad50: NCI yeast anticancer drug screen, S. cerevisiae rad50 strain; actives 10% (n = 79,000); % growth inhibition at 50 µM; AID 155;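 also: 0% = growth of vehicle-only cultures of the same strain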
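Yeast carrying a defined DNA repair defect were exposed to test compounds, and growth was compared with vehicle-treated controls to give percent inhibition.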
yeast bub3: NCI yeast anticancer drug screen, S. cerevisiae bub3 mutant strain; actives 9.9% (n = 78,000); % growth inhibition at 50 µM;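 also: 0% = growth of vehicle-only cultures of the same strain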
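Growth of a checkpoint-deficient yeast mutant is measured after compound exposure. Values represent inhibition relative to vehicle.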
mlh1 rad18: NCI yeast anticancer drug screen, S. cerevisiae mlh1 rad18 strain; % growth inhibition at 50 µM; actives 11% (n = 79,000); AID 175;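 also: 0% = growth of vehicle-only cultures of the same strain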
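Growth inhibition of the yeast strain was measured after compound exposure and expressed relative to vehicle-treated controls. The strain carries defined defects in DNA damage repair.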
yeast sgs1 mgt1: NCI yeast anticancer drug screen, S. cerevisiae sgs1 mgt1 strain | growth inhibition, % at 50 µM | actives 10% (n = 78,000);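 also: 0% = growth of vehicle-only cultures of the same strain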
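Yeast cells carrying a defined DNA-repair defect were exposed to test compounds. Growth inhibition was measured relative to vehicle-treated controls.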
cln2 rad14: NCI yeast anticancer drug screen, S. cerevisiae cln2 rad14 strain | growth inhibition, % at 50 µM | actives 8.3% (n = 78,000) | AID 165;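 also: 0% = growth of vehicle-only cultures of the same strain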
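Each compound was tested on cln2 rad14 yeast. Inhibition of growth was calculated against vehicle-exposed controls.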
yeast mec2-1: NCI yeast anticancer drug screen, S. cerevisiae mec2-1 strain | growth inhibition, % at 50 µM | actives 9% (n = 79,000);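 also: 0% = growth of vehicle-only cultures of the same strain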
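Growth inhibition is read against vehicle-treated controls after compound exposure of the mec2-1 yeast strain, which is defective in DNA damage repair or cell cycle control.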
* = called active by the depositor; x = not tested or not shown; & = joins results of further samples. Rule as the data show it: active = growth inhibition above about 70%; inactive = the rest.

SMILES	yeast rad50	yeast bub3	mlh1 rad18	yeast sgs1 mgt1	cln2 rad14	yeast mec2-1
COc1ccc(S(=O)(=O)N(CC(=O)O)c2ccccc2)cc1	-19	-8	-1	-4	-6	-6
O=C1c2ccccc2C(=O)N1c1cccc2ccccc12	51	56	62	27	-19	8
CCCCCCCCCCCCCCCCOc1ccc2ccccc2c1	4	10	29	15	-56	-6
COc1cc2c(c3c1c(=O)c1ccccc1n3C)C=CC1(CCCCC1)O2	-12	88*	-7	91*	86*	-20
c1ccc2c(c1)SCCCSCCCS2	-4	9	-11	-5	-9	-5
CCCCCCCNc1nn[nH]n1	18	-4	14	8	27	23
CCOC(=O)Nc1cc2c(c(Cl)c1Br)-c1ccccc1C2=O	18	14	8	-15	-6	-4
O=[N+]([O-])C(C=Nc1ccccc1)C=Nc1ccccc1 (stereo not given)	6	-13	0	-3	-2	-23
COCCO[Si](OCCOC)(OCCOC)OCCOC	4	7	10	-1	12	-10
COC(=O)CC(=O)c1cccc([N+](=O)[O-])c1	9	-27	0	-3	16	-22
CCOC(=O)NC(NNc1ccc([N+](=O)[O-])cc1[N+](=O)[O-])(C(F)(F)F)C(F)(F)F	97*	98*	98*	98*	99*	98*
BrC(c1cccc2ccccc12)c1cccc2ccccc12	96*	94*	95*	95*	93*	95*
CC(O)c1ccc2c(c1)OCO2 (stereo not given)	8	-5	-2	-2	-57	5
CC(C)(C)Oc1cc(F)c(C(C)(C)C)cc1C(C)(C)C	-4	0	11	-2	9	-7
O=C(NCP(=O)(c1ccccc1)c1ccccc1)OCc1ccccc1	-50	-12	7	-26	10	-4
CCOC(=O)c1c(SC(=O)/C=C/c2ccccc2)n(-c2ccccc2)c(=S)n(-c2ccccc2)c1=O	25	28	31	51	6	30
O=C1OCC/C1=N/O	33&-31	2&-11	7&28	-10&-5	16&-29	-9&10
CCOC(=O)C(C)c1ccc(OC)cc1 (stereo not given)	10	-1	-22	-19	-20	-8
Cc1cc(C(=O)O)cc(C)c1N(C)C=O	-1	-1	4	3	2	6
CC(C)(C)C(=O)OCCN(CCOC(=O)C(C)(C)C)C(=O)COC(=O)C(C)(C)C	31	-3	20	21	21	-1

Some values from the list.
Reading of CCOC(=O)C(C)c1ccc(OC)cc1 (stereo not given) in yeast sgs1 mgt1: -19
Reading of BrC(c1cccc2ccccc12)c1cccc2ccccc12 in yeast bub3: 94*
Reading of CCCCCCCNc1nn[nH]n1 in cln2 rad14: 27
Reading of COCCO[Si](OCCOC)(OCCOC)OCCOC in yeast sgs1 mgt1: -1
Reading of Cc1cc(C(=O)O)cc(C)c1N(C)C=O in mlh1 rad18: 4
Reading of CC(C)(C)Oc1cc(F)c(C(C)(C)C)cc1C(C)(C)C in cln2 rad14: 9

Following part
SMILES	yeast rad50	yeast bub3	mlh1 rad18	yeast sgs1 mgt1	cln2 rad14	yeast mec2-1
CCCCCCCOC(C)=O	15	-3	22	11	-16	-12
CCOC(=O)C(N)CCSC (stereo not given)	-14&-23	-9&-13	-18&-5	-1&-14	-17&-39	-8&-14
C=CC1CC1(Cl)Cl (stereo not given)	-11	0	12	-5	-50	13
CN(C)c1ccc(N=O)c(O)c1	-3	-16	3	-63	14	-6
Cc1ccc(S(=O)(=O)N(C)c2ccc3c(c2)C(=O)c2ccccc2-3)cc1	21	56	26	37	-44	14
Fc1ccccc1/C=C/c1ccnnc1	-2	10	-3	-11	-4	-2
Cc1c2c(cc3c1CCC1(C)C3CCC1C(C)CCC(C)C(C)C)CCCC2 (stereo not given)	-29	-2	-9	-47	9	6
CC(=O)Nc1ccc2c(c1)Cc1cccc(F)c1-2	70*	62	32	22	9	18
Cc1nn(C(=O)c2ccncc2)c2c1C(c1ccccc1O)SC(N)=N2 (stereo not given)	-10	22	-10	7	14	-29
O=C(O)c1ccccn1	-38	-4	30	34	-6	-3
Cc1ccc(NC(=S)/N=C/c2c(O)[nH]c(=O)[nH]c2=O)c(C)c1	-9	-24	2	-16	-5	-20
COC(=O)c1cc(-c2c[nH]cc2C(=O)OCc2ccccc2)cn1S(=O)(=O)c1ccc(C)cc1	92*	87*	91*	94*	89*	93*
CC1(C)OCC(N)[C@@H](O)CO1 (stereo not given in full)	5	4	-1	13	-26	13
CCC(O)C1CCCCN1 (stereo not given)	-21	-18	-11	-12	-4	-7
CN(CCC(=O)O)S(=O)(=O)c1ccccc1	-13	-46	-4	-11	-9	-17
Clc1ccc2[nH]c(-c3ccccc3)c(-c3ccccn3)c2c1	96*	97*	95*	98*	94*	94*
O=C(NC(=O)c1ccccc1[N+](=O)[O-])Nc1ccc(Oc2ncc(Cl)cn2)c(C(F)(F)F)c1	17	0	-55	7	-17	-24
CNC(=O)CN1CC(=O)N(C)C(=O)C1	7	11	-3	0	15	-2
COc1cc2c(cc1O)[C@H](C)C(c1ccccc1OC)O2 (stereo not given in full)	16	62	20	68	30	18
CC1(C)N=C(N)N=C(N)N1c1ccc(NC(=O)Nc2ccccc2)cc1	17	-2	10	16	-43	-13

Random excerpt: 3 compounds from above
SMILES	yeast rad50	yeast bub3	mlh1 rad18	yeast sgs1 mgt1	cln2 rad14	yeast mec2-1
Cc1ccc(S(=O)(=O)N(C)c2ccc3c(c2)C(=O)c2ccccc2-3)cc1	21	56	26	37	-44	14
CCCCCCCOC(C)=O	15	-3	22	11	-16	-12
Cc1c2c(cc3c1CCC1(C)C3CCC1C(C)CCC(C)C(C)C)CCCC2 (stereo not given)	-29	-2	-9	-47	9	6

Next part.
SMILES	yeast rad50	yeast bub3	mlh1 rad18	yeast sgs1 mgt1	cln2 rad14	yeast mec2-1
Cc1cc(Cl)ccc1Nc1nc2c(s1)C(=O)c1ccccc1C2=O	91*	88*	91*	86*	87*	85*
CCOC(=O)CCC(NC(=O)c1ccc(Nc2cnc3cc(C(F)(F)F)ccc3n2)cc1)C(=O)OCC (stereo not given)	0	3	-5	-6	20	-13
COc1ccc2c(CSc3ncnc4nc[nH]c34)cc(=O)oc2c1	12	25	35	13	-15	22
Cc1nc(-c2ccccc2)[nH]c(=O)c1Cc1cc2c(cc1O)OCC2	22	-8	8	7	-12	7
N#CC1=C(Nc2ccccc2Cl)SC2(CCCC2)NC1=O	1	3	9	-8	7	-24
Cc1cccc(-n2cccc2)c1	-2	-16	5	5	-11	-14
COc1ccc(C2=C(N)c3c(OC)cccc3C2=O)cc1	7	11	-33	9	-12	-2
CCCN(CC)c1ncnc2[nH]ncc12	37	-8	-1	-8	-4	-8
CCC1(COC(NC(=O)c2ccccc2)(C(F)(F)F)C(F)(F)F)COC1	-14	-24	7	-32	14	-2
ClCCCCCNC1CCCCC1	-1	-17	-14	-4	-16	-46
O=C(Cc1nc2cc(Cl)c(Cl)cc2nc1CC(=O)c1ccccc1)c1ccccc1	96*	96*	96*	97*	95*	97*
N#CCC(=O)N1CCCCCCC1	20	6	0	3	0	-9
Nc1nc(Cl)c(Cl)nc1C(=O)O	-5	-4	-1	2	-33	10
O=NNc1ccc(-c2ccc(NN=O)cc2)cc1	19	-10	9	11	10	1
Clc1ccc(CSc2cnnc(SCc3ccc(Cl)cc3Cl)c2SCc2ccc(Cl)cc2Cl)c(Cl)c1	6	-5	-7	8	2	6
CCC(C(=O)O)c1ccc(OCc2ccccc2)cc1 (stereo not given)	16	8	-3	-10	19	2
O=C(O)CCc1cccc2c(=O)cc(-c3ccccc3)oc12	-10	8	3	1	31	-2
COC(=O)C1=CN(C(=O)OC)CCC1	-1	-22	11	-1	-46	7
Cc1c(N)c2c([nH]c1=O)CCC2	2	17	3	-3	-14	21
Cc1ccc(NC(=O)OCC(COc2ccc(Cl)cc2Cl)OC(=O)Nc2ccc(C)cc2)cc1 (stereo not given)	-28	11	9	-1	16	-25
CC(C)CCOC(=O)CC(CC(=O)OCCC(C)C)C(=O)OCCC(C)C	21	-18	8	6	6	-14
O=P1(NC23CC4CC(CC(C4)C2)C3)OC(CCl)=NC1c1ccc(C2N=C(CCl)OP2(=O)NC23CC4CC(CC(C4)C2)C3)cc1 (stereo not given)	-57	-35	-57	-34	-13	-33
CC(C)CCC[C@@H](C)[C@H]1CC[C@H]2[C@@H]3C[C@@H](O)[C@@]4(O)C[C@@H](O)CC[C@]4(C)[C@H]3CC[C@]12C	28	-7	20	14	-12	9
Oc1cc(Br)cc2cccnc12	88*	89*	84*	84*	90*	92*
CCC(CCC(C)C1CCC2C3CC=C4CC(OC(=O)Nc5ccc(Cl)cc5)CCC4(C)C3CCC12C)C(C)C (stereo not given)	-31	-1	-25	-10	-47	-32
NC(=O)c1cn(C2OC(CO)C(O)C2O)c2nc(N)nc(N)c2c1=O (stereo not given)	19	23	45	14	4	19
COC(=O)c1ccccc1NC(=NC1CCCCCC1)NS(=O)(=O)c1ccc(C)cc1	30	0	-31	-14	-8	11
CN(N)C(=O)Nc1cccc(Cl)c1	13	3	17	16	-5	9
COc1cc(O)c2c(c1)C(O)C(O)CC1OC1C(=O)/C=C/CC(C)OC2=O (stereo not given)	92*	92*	92*	93*	92*	93*
CCOC1(c2ccccc2)c2ccccc2C(C)(C)c2ccccc21	1	15	-5	42	4	12
O=C(O)/C(=C/c1c(O)ccc2ccccc12)c1csc(-c2nc(/C(=C\c3c(O)ccc4ccccc34)C(=O)O)cs2)n1	90*	90*	88*	92*	90*	92*
COc1ccc(C=Nc2cccc(O)c2)cc1	-1	-10	1	1	-29	1
CN1CCCC1COC(=O)C(c1ccccc1)C1(O)CCCCC1 (stereo not given)	1	-16	-3	2	-41	4
CCC(C)(C)c1ccccc1	13	9	15	20	11	6
[N-]=[N+]=NC12CC3CC4C5CC(CC41)CC2[C@H]5C3	13	-17	-14	-6	-1	-5
CC(C)(C)OC(=O)N1CCc2c([nH]oc2=O)C1	-1	11	-4	-4	-18	-9
COc1ccc2oc(=O)c(-c3csc(-c4ccccc4)n3)cc2c1	14	-24	-45	-6	1	6
CC(=O)Nc1ccc(Br)cc1C	25	-2	31	2	-11	2
CSc1n[nH]c(NC(=O)c2ccccc2Cl)n1	-1	-3	8	2	-33	0
CC(C)c1cccc(O)c1	4	0	-6	-3	-19	3
COc1ccc(C2C(C#N)=C(S)N(C3OC(COC(C)=O)C(OC(C)=O)C(OC(C)=O)C3OC(C)=O)C(c3ccccc3)=C2C(C)=O)cc1 (stereo not given)	44	-39	39	42	-4	38
CC(CC(=O)O)c1ccc(O)cc1 (stereo not given)	7	-3	6	-6	-4	3
O=C(COc1ccc(Cl)cc1)Nc1ccccc1Br	11	34	-5	7	9	12
CCN(CC)CCCS/C(N)=N\S(=O)(=O)c1ccc(N)cc1	-6	0	-17	-20	-8	-41
COc1ccc2c(c1)C(=O)C(Br)CC2 (stereo not given)	25	70	66	71*	32	67
CC1=C(C(=O)Nc2ccc(C)cc2)C(c2cccc([N+](=O)[O-])c2)C(C(=O)Nc2ccc(C)cc2)=C(C)N1	15	41	4	22	14	24
O=C1C(NS(=O)(=O)c2ccccc2)=C(N(Cc2ccccc2)Cc2ccccc2)C(=O)c2ccccc21	9	9	-7	26	2	7
O=c1ccc2c([N+](=O)[O-])cc([N+](=O)[O-])c(O)c2[nH]1	12	3	-7	-19	5	-17
C=C(C)C(=O)N1c2ccc(OC)cc2CC1C(=O)OCC (stereo not given)	-2	16	5	7	13	17
CCCCCCCCCSCCOC(=S)N(C)C	14	22	35	79*	3	15
O=C(CCSC1=NCCCN1)c1ccc(F)cc1	5	91*	15	91*	26	94*
NC1C2CC3CC1CC(C2)O3 (stereo not given)	-11	7	-14	-9	-68	-8
CCN(CC)CCOc1ccc(OC)cc1	-9	-5	-1	-10	-35	-1
O=C1c2cc(O)ccc2C(=O)c2c1ccc(O)c2O	99*	98*	98*	97*	91*	97*
CCOc1ccc(NC(=O)C2CCC(C)(C(=O)O)C2(C)C)cc1 (stereo not given)	-3	x	-1	x	x	0
O=C(O)CCCCl	12	13	26	16	14	-8
CC(=O)OCC1OC(N2C(=O)C(=O)c3cc(C)ccc32)C(OC(C)=O)C(OC(C)=O)C1OC(C)=O (stereo not given)	60	41	33	6	2	10
COC(=O)c1ccc(OC)cc1O	2	3	-2	-13	-20	2
CC(=O)Nc1ccccc1/C=C\c1ccccn1	-22	-5	-12	-16	1	-10
CNNC(=O)COC	-32	-5	-2	0	2	-17

Of the compounds above, these have two or more sulfur atoms:
SMILES	yeast rad50	yeast bub3	mlh1 rad18	yeast sgs1 mgt1	cln2 rad14	yeast mec2-1
c1ccc2c(c1)SCCCSCCCS2	-4	9	-11	-5	-9	-5
CCOC(=O)c1c(SC(=O)/C=C/c2ccccc2)n(-c2ccccc2)c(=S)n(-c2ccccc2)c1=O	25	28	31	51	6	30
Clc1ccc(CSc2cnnc(SCc3ccc(Cl)cc3Cl)c2SCc2ccc(Cl)cc2Cl)c(Cl)c1	6	-5	-7	8	2	6
O=C(O)/C(=C/c1c(O)ccc2ccccc12)c1csc(-c2nc(/C(=C\c3c(O)ccc4ccccc34)C(=O)O)cs2)n1	90*	90*	88*	92*	90*	92*
CCN(CC)CCCS/C(N)=N\S(=O)(=O)c1ccc(N)cc1	-6	0	-17	-20	-8	-41
CCCCCCCCCSCCOC(=S)N(C)C	14	22	35	79*	3	15
